Bioassay records (PubChem)
GLP1R cytotox = cytotoxicity counter-screen for GLP-1 receptor inverse agonists; HEK293 cAMP-luciferase reporter cells, luminescence, 24 h; Potency, µM (series often up to 38.3 µM), inactives show at the top dose activity change, negative = inhibition, usual class: inhibitors; hit rate 0.13% among 410,000;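 note: loss of luciferase light is scored as toxicity; potency is the fitted concentration of half-maximal effect; % is set by controls: 0 for no effect and ±100 for the full control effect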
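MLSMR compounds, 24 hr on cells at 37 deg C/5% CO2; luminescence after luciferase reagent (12 min RT). Inhibition counted as the undesired cytotoxic outcome.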
SW480 rereplic = induces DNA re-replication in SW480 colon adenocarcinoma cells; SW480 DNA re-replication, Hoechst DNA content imaging, 48 h; hit rate 1.8% among 340,000; AID 624297; Potency, µM (highest dose often 46.1 µM), for the others: top-dose re-replication activation, most hits filed as activators; note: potency is the fitted concentration of half-maximal effect; % of control where 0% means no effect; nearly all actives have a fitted effect of over 55% in size
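DNA re-replication was detected as more nuclei of elevated Hoechst intensity after 48 hr exposure to compound (23 nL pinned per well of 250 cells).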
MCF10A rereplic = DNA re-replication induction in MCF 10a cells | Potency, µM (doses to about 46.1 µM), for the others: top-dose activity, positive = re-replication, hits mostly activators | hit rate 2.9% among 350,000 | MCF 10A DNA re-replication, Hoechst nuclear intensity, 48 h; note: potency is the fitted concentration of half-maximal effect; % of control where 0% means no effect; nearly all actives have a fitted effect of over 50% in size
HT1080 IDH1KD tx = kills HT-1080 cells with IDH1 knockdown; hit rate 2% among 360,000; HT-1080 IDH1 knockdown viability, ATP luminescence, 48 h; Potency, µM (top dose mostly 46.1 µM), for inactives: at the highest dose activity, negative = toxicity, usual class: cytotoxic;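 note: potency is the fitted concentration of half-maximal effect; 0% = DMSO wells and -100% = cell-free medium wells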
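Viability of IDH1-knockdown HT-1080 fibrosarcoma cells was assessed by CellTiter-Glo after 48 h at 37 °C with titrated compound; concentration-effect curves were classified by fit quality and response size.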
IL1B secr inh = inflammasome signaling inhibition, IL-1 beta readout; hit rate 4.7% among 360,000; activity change, % at 57.5 µM; AID 743279; THP-1 LPS/ATP IL-1B secretion, AlphaLISA, 16 h; active compounds read low; in the data active = activity change below about -50%; inconclusive = mostly about -30% to -49%; note: % is set by controls: 0 for no effect and ±100 for the full control effect
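Secreted IL-1B measured by AlphaLISA bead assay after 16 h compound exposure of THP-1 cells; compounds (final up to 57.5 uM) added 1 h before LPS (250 ng/mL) and ATP (1.25 mM) stimulation; lower signal means less secretion.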
KB-V1 cytotox = kills drug-selected multidrug resistant KB-V1 cells; KB-V1 MDR cells viability, CellTiter-Glo, 72 h; Potency, µM (highest dose often 46.1 µM), without a hit: top-dose activity change, negative = cytotoxicity, actives largely listed as cytotoxic; hit rate 3.4% among 400,000; note: potency is the fitted concentration of half-maximal effect; % is set by controls: 0 for no effect and ±100 for the full control effect; nearly all actives have a fitted effect of over 60% in size
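Cells of the MDR subline KB-V1 are plated, dosed with compound at multiple concentrations, and incubated 72 h at 37 degrees C; CellTiter-Glo is then added and luminescence read after 10 min.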
HT1080-NT tox = kills 2HG-producing HT-1080-NT fibrosarcoma cells | HT-1080-NT fibrosarcoma viability, CellTiter-Glo ATP luminescence, 48 h | Potency, µM (doses to about 46.1 µM), inactives show at the highest dose activity, negative = less viability, hits mostly cytotoxic | hit rate 1.6% among 360,000 | AID 686970;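 note: NT is the 2HG producing partner of a matched IDH1 knockdown line; potency is the fitted concentration of half-maximal effect; 0% = DMSO-treated cells and -100% = media-only wells without cells; nearly all actives have a fitted effect of over 55% in size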
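Toxicity toward the 2HG-producing NT line was scored as %Activity, normalised to DMSO and no-cell wells, from CellTiter-Glo luminescence after 48 hours' treatment.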
DRD3 agonist = D3 dopamine receptor (human) agonism; hit rate 0.58% among 410,000; max activation, %; D3R DiscoveRx beta-arrestin cells, luminescence, 90 min; P35462; in the data active = max activation above about 30%; note: 0% is about no effect; mostly tested at two doses, the higher about 12 µM
Target sequence (P35462 whole entry, looked up): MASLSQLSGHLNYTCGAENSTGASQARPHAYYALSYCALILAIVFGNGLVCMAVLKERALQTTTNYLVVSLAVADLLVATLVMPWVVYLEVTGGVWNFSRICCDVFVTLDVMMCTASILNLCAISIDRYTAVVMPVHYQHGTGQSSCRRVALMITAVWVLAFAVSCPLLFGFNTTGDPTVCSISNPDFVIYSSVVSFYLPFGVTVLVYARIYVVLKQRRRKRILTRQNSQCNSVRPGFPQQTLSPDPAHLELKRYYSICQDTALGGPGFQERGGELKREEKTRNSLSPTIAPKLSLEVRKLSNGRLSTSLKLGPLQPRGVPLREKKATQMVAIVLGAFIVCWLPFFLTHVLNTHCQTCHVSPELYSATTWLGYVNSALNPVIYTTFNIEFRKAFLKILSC
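Cells at 1500/well, incubated overnight, then treated with pinned compounds (dopamine as control) for 90 min at 37 degrees C. DiscoveRx reagent added for 30 - 60 minutes at room temperature; luminescence read.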
KB-3-1 tox = kills parental KB-3-1 adenocarcinoma cells; KB-3-1 viability, CellTiter-Glo ATP luminescence, 72 h; Potency, µM (titrated, usually from 46.1 µM), for the others: at the highest dose activity change, negative = cytotoxic, most hits filed as cytotoxic; hit rate 1.4% among 400,000; note: potency is the fitted concentration of half-maximal effect; % is set by controls: 0 for no effect and ±100 for the full control effect; nearly all actives have a fitted effect of over 60% in size
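Cytotoxicity measured as CellTiter-Glo luminescence after 72 h at 37 C. Compound titrations were pinned onto drug-naive KB-3-1 parental adenocarcinoma cells grown in DMEM with 10% FBS, and normalized data fitted to concentration-response curves.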
* marks the source's active call; other numbers are inactive results; ? = inconclusive; nt = no result given; & = joins results of further samples; [ ] = dose if it differs, or a comment. Unless noted, calls come from the whole dose curve; as a rule, active = well fitted curve in the direction sought with a large enough effect; inconclusive = small, poorly fitted or top-dose-only effect, or another doubt; inactive = no such curve, though single readings can be large; an effect the other way counts as inactive or inconclusive.

SMILES	GLP1R cytotox	SW480 rereplic	MCF10A rereplic	HT1080 IDH1KD tx	IL1B secr inh	KB-V1 cytotox	HT1080-NT tox	DRD3 agonist	KB-3-1 tox
COc1cc(/C=N/NS(=O)(=O)c2ccc(C(C)(C)C)cc2)cc([N+](=O)[O-])c1O	?	?	-34%[inhibitor]	-9%	-18	1%	-13%	-10	-7%
CCC(C)(C)NC(=O)C(c1ccc(O)cc1)N(C(=O)Cn1nnc2ccccc21)c1ccc(NC(C)=O)cc1 (stereo unspecified)	-2%	-9%	-3%	-7%	-5	14%	-5%	1	-13%
CCNC(=S)NNC(=O)c1ccc(S(=O)(=O)NCc2ccco2)cc1	11%	1%	13%	1%	26	-7%	-7%	-1	-2%
CC(=O)N1CCN(C(=O)c2cccc(S(=O)(=O)Nc3c(C)n(C)n(-c4ccccc4)c3=O)c2)CC1	2%	-2%	0%	-2%	5	1%	-1%	-2	-8%
O=C(CCOc1ccccc1)N(Cc1cccnc1)c1nc2c(Cl)cccc2s1	-7%	nt	nt	nt	nt	21%	nt	-33	3%
CC(C)OC(=O)c1cc2c(ccn2C)n1CC(=O)N(Cc1ccccc1)c1ccccc1	?	?	18µM*	-28%	-64*	15µM*	-7%	9	?
COc1ccc(-c2noc(CN(C(=O)c3cc(OC)c(OC)cc3OC)C(C)C)n2)cc1	8%	nt	nt	nt	nt	-11%	nt	-14	8%
CCNc1nc(ON=C(C)C)nc(N(C)C)n1	?	-9%	-3%	10%	10	-1%	10%	3	2%
CCOc1ccc(C2C=C(c3ccccc3)Nc3nnnn32)cc1 (stereo unspecified)	194%[activator]	0%	27%	-14%	16	25%	-11%	1	-4%
COC(=O)c1ccc2c(=O)n(C3CCCCC3)c(SCC#N)nc2c1	-10%	-7%	16%	-11%	-8	5%	0%	3	6%
Cc1c(NS(=O)(=O)c2cc(C(=O)NC(C)c3ccccc3)ccc2Cl)c(=O)n(-c2ccccc2)n1C (stereo unspecified)	-2%	-1%	3%	-9%	-1	10%	-4%	-13	6%
COc1ccc(CCNC(=O)CCCn2c(=O)c3cccn3c3cccnc32)c(OC)c1OC	-1%	-42%[inhibitor]	-1%	-6%	0	-7%	5%	-1	-2%

Whole records, quoted from the list.
Profile of CCNC(=S)NNC(=O)c1ccc(S(=O)(=O)NCc2ccco2)cc1 : GLP1R cytotox = 11%; SW480 rereplic = 1%; MCF10A rereplic = 13%; HT1080 IDH1KD tx = 1%; IL1B secr inh = 26; KB-V1 cytotox = -7%; HT1080-NT tox = -7%; DRD3 agonist = -1; KB-3-1 tox = -2%
Profile of CCOc1ccc(C2C=C(c3ccccc3)Nc3nnnn32)cc1 (stereo unspecified) : GLP1R cytotox = 194%[activator]; SW480 rereplic = 0%; MCF10A rereplic = 27%; HT1080 IDH1KD tx = -14%; IL1B secr inh = 16; KB-V1 cytotox = 25%; HT1080-NT tox = -11%; DRD3 agonist = 1; KB-3-1 tox = -4%

Further entries follow:
SMILES	GLP1R cytotox	SW480 rereplic	MCF10A rereplic	HT1080 IDH1KD tx	IL1B secr inh	KB-V1 cytotox	HT1080-NT tox	DRD3 agonist	KB-3-1 tox
CCCSc1nnc2n(N)c(=O)c3ccccc3n12	-7%	-1%	-1%	7%	-2	15%	0%	5	6%
O=C(O)c1ccccc1NCCO	15%	-4%	-3%	5%	5	3%	6%	4	11%
O=C(CSc1nnc(-c2cccs2)o1)Oc1ccccc1	6%	nt	nt	nt	nt	-7%	nt	3	-4%
CC(Oc1ccc(Cl)cc1)C(=O)N1CCCc2ccccc21 (stereo unspecified)	25%	-8%	19%	-2%	12	8%	0%	-15	-1%
O=[N+]([O-])c1ccc(-c2nnc3cccc(Cl)n23)cc1	5%	?	-1%	23%	-6	0%	?	5	9%
Cc1cc(F)ccc1NS(=O)(=O)c1c(C)nc2scc(C)n2c1=O	-3%&1%	-3%	23%	-8%	-2	-5%&-5%	-9%	9&-6	-1%&-20%
CCCCNS(=O)(=O)C1CCS(=O)(=O)C1 (stereo unspecified)	3%	-1%[9.22 µM]	-1%	8%	-4	7%	17%	4	?
Cc1ccc(S(=O)(=O)NCCc2nnc3ccc(SCC(=O)Nc4ccc(OC(F)(F)F)cc4)nn23)cc1	-10%	nt	nt	nt	nt	0%	nt	2	-27%
CCC(C)N1CCC2(CC1)N=c1c(c3c4c5c(C)c(O)c3c(O)c1=NC(=O)C(C)=CC=C[C@H](C)[C@H](O)[C@@H](C)[C@@H](O)[C@@H](C)[C@H](OC(C)=O)[C@H](C)[C@@H](OC)C=CO[C@@](C)(O5)C4=O)N2 (stereo partly specified)	-7%	?	-5%	-14%	?	-18%	-13%	-9	0%
Oc1[nH]c(=S)sc1C=C1N=c2ccccc2=N1	?	?	-16%	4%	nt	-3%	-7%	-5	2%
COc1ccc(CN(CC(=O)NCC2CCCO2)C(=O)CCC(=O)Nc2cc(C)on2)cc1 (stereo unspecified)	5%	-1%	-3%	0%	0	15%	-3%	-2	14%
O=C(c1ccc(Cl)c(S(=O)(=O)N2CCCCC2)c1)N1CCCC(C(F)(F)F)C1 (stereo unspecified)	2%	-11%	?	-4%	33	-25%	-3%	0	-8%
Clc1ccc2oc(SCc3cccnc3)nc2c1	0%	?	-1%	14%	7	0%	13%	2	0%
CCOc1cc(S(=O)(=O)n2cc(-c3ccc(F)cc3)c(N)n2)cc(OCC)c1OCC	?	?	15%	-10%	-7	16µM*	-18%	4	?
CCC/C=C/c1ccc(CN2C(C)C(=O)N(Cc3cn(CC4CCCCC4)nn3)CCS2(=O)=O)cc1 (stereo unspecified)	1%	nt	nt	-14%	30	0%	-22%	4	-12%
CC1CCN(C(=O)C2CCCN(c3ncnc4c3nc3n4CCCCC3)C2)CC1 (stereo unspecified)	-21%	-4%	17%	6%	14	-16%	-1%	4	-6%
CCOC(=O)c1[nH]cnc1C(=O)O	11%	-1%	6%	1%	-8	3%	-3%	-7	-2%
Cc1nnsc1C(=O)NNS(=O)(=O)c1ccccc1	3%	-2%	-7%	5%	9	?	18%	-1	6%
CCOC(=O)c1ccc(N=c2sc(C(=O)OC)cc(=O)n2Cc2ccc3c(c2)OCO3)cc1	-9%	4%	1%	-12%	-4	9%	-18%	-7	6%
O=C(OCC(=O)N1CCCc2ccccc21)c1cccc(S(=O)(=O)N2CCOCC2)c1	0%	-4%	0%	8%	-5	-3%	9%	0	-8%
CCOc1cc(CNCCO)cc(Br)c1OCc1ccccc1Cl	?	-6%[9.22 µM]	?	23µM*	?	23µM*	?	0	?
CCCC(=O)Nc1ccc(C(=O)N/N=C2\CC(=O)CC(C)(C)C2)cc1	6%	-3%	3%	-1%	4	-11%	2%	-20	-9%
O=C(Cn1c(=O)c2cccn2c2ccc(F)cc21)N1CCN(c2ccc(F)cc2)CC1	?	-9%	-28%	-1%	-5	-1%	-4%	3&-15	24%
COC(=O)C1C(O)=C(C=Nc2cccc3ccccc23)C(=O)CC1(C)C (stereo unspecified)	5%	-21%	13%	-10%	7	12%	-4%	-14	3%
Cc1ccccc1Oc1nc2c(C)cccn2c(=O)c1/C=C(\C#N)C(=O)NC1CCS(=O)(=O)C1 (stereo unspecified)	10%	2%	?	13µM*	-97*	-10%	?	9	-20%
O=C(NCCc1ccccc1)C1CCCN(C(=O)NC2CCCCC2)C1 (stereo unspecified)	-4%	1%	-4%	-5%	-1	1%	7%	2	0%
O=c1c2c(ncn1Cc1ccccc1)nc1n2CCC1	1%	-5%	3%	14%	13	?	13%	-4	2%
CC(=O)Oc1ccc(Cn2c(C)c(C(=O)N(C)Cc3ccc(F)cc3)sc2=O)cc1	-17%	nt	nt	-14%	-3	?	5%	0	?
CCOC(=O)C1CCCN(C(=O)CNC(=O)c2ccc(Br)o2)C1 (stereo unspecified)	3%	?	-1%	11%	-11	4%	-1%[9.24 µM]	2	-12%
COc1cc(/C=C(/C#N)C(=O)Nc2ccccc2)ccc1OCc1ccc(C(=O)O)cc1	6%	-9%	-11%	0%	-3	12%	2%	-2	5%
CCCCc1ccc(NC(=S)NCCO)cc1	-2%	0%	8%	-2%	19	-1%	0%	3	-2%
Cc1ccc(S(=O)(=O)N2CCC(N3CCC(C)CC3)CC2)cc1	17%	0%	?	?	-7	?	13%	-6	1%
Cc1nc2nc(C(F)(F)F)[nH]n2c(=O)c1Cc1ccccc1	4%	nt	nt	nt	nt	?	nt	-9	4%
C#Cc1ccc([C@@H]2C=C(C(=O)O)O[C@H](OCc3ccc(CO)cc3)C2)cc1	-4%	?	-21%	6%	18	-14%	12%	18	0%

By substructure, the compounds so far containing a Cl atom
SMILES	GLP1R cytotox	SW480 rereplic	MCF10A rereplic	HT1080 IDH1KD tx	IL1B secr inh	KB-V1 cytotox	HT1080-NT tox	DRD3 agonist	KB-3-1 tox
O=C(CCOc1ccccc1)N(Cc1cccnc1)c1nc2c(Cl)cccc2s1	-7%	nt	nt	nt	nt	21%	nt	-33	3%
Cc1c(NS(=O)(=O)c2cc(C(=O)NC(C)c3ccccc3)ccc2Cl)c(=O)n(-c2ccccc2)n1C (stereo unspecified)	-2%	-1%	3%	-9%	-1	10%	-4%	-13	6%
CC(Oc1ccc(Cl)cc1)C(=O)N1CCCc2ccccc21 (stereo unspecified)	25%	-8%	19%	-2%	12	8%	0%	-15	-1%
O=[N+]([O-])c1ccc(-c2nnc3cccc(Cl)n23)cc1	5%	?	-1%	23%	-6	0%	?	5	9%
O=C(c1ccc(Cl)c(S(=O)(=O)N2CCCCC2)c1)N1CCCC(C(F)(F)F)C1 (stereo unspecified)	2%	-11%	?	-4%	33	-25%	-3%	0	-8%
Clc1ccc2oc(SCc3cccnc3)nc2c1	0%	?	-1%	14%	7	0%	13%	2	0%
CCOc1cc(CNCCO)cc(Br)c1OCc1ccccc1Cl	?	-6%[9.22 µM]	?	23µM*	?	23µM*	?	0	?
